Source: PubChem BioAssay (The Scripps Research Institute Molecular Screening Center)
GSTO1 counter – inhibitors of recombinant GSTO1, primary screen, counter-screen for RBBP9 inhibitor project, biochemical, fluorescence polarization. inhibition, % at 5.96 µM. activity-based probe fluorescence polarization. 1.1% of 300,000 active. AID 1974, 2009;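 active means inhibition above the campaign mean inhibition plus 3 SD, cut at about 35% in these data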;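 further: 0% = GSTO1-1 with DMSO and 100% = wells lacking GSTO1-1 enzyme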
Target sequence (P78417 whole entry, looked up): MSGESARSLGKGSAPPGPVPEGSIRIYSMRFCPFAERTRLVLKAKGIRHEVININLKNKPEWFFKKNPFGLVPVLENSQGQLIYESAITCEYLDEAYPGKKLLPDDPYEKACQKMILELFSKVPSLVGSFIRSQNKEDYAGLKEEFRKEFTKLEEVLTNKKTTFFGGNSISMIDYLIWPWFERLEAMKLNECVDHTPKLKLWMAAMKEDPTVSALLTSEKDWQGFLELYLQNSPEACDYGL
pPAFAH inh – pPAFAH enzyme inhibitors, primary screen, biochemical, fluorescence polarization, human. 1.5% of 330,000 active. AID 463082, 2010. inhibition, % at 3.39 µM. Platelet-activating factor acetylhydrolase (Homo sapiens), Q13093. recombinant pPAFAH, FP-rhodamine probe fluorescence polarization;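 active means inhibition above the mean inhibition across the screen plus 3 SD, cut at about 25% in these data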;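 further: inhibitors block binding of the rhodamine activity-based probe so polarization drops; 0% = enzyme with DMSO and 100% = wells lacking pPAFAH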
PAFAH2 FP inh – PAFAH2 enzyme inhibitors, primary screen, biochemical, fluorescence polarization, human. recombinant PAFAH2, FP-rhodamine activity probe. inhibition, % at 3.39 µM. 0.99% of 340,000 active;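 active means inhibition above the mean over all tested compounds plus 3 SD, cut at about 30% in these data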;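 further: inhibitors block probe labeling of enzyme so polarization drops; 0% = enzyme with DMSO and 100% = wells lacking PAFAH2 protein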
PAFAH1B2 FP inh – PAFAH1B2 enzyme inhibitors, primary screen, biochemical, fluorescence polarization, human; inhibition, % at 3.39 µM; recombinant PAFAH1B2, FP-rhodamine activity probe; Platelet-activating factor acetylhydrolase IB subunit alpha2 (Homo sapiens), P68402; 1.2% of 340,000 active;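 active means inhibition above the mean of all tested compounds plus 3 SD, cut at about 24% in these data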;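 further: 0% = enzyme with DMSO and 100% = wells lacking PAFAH1B2; many of its hits are not listed in these tables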
Target sequence (P68402 whole entry, looked up): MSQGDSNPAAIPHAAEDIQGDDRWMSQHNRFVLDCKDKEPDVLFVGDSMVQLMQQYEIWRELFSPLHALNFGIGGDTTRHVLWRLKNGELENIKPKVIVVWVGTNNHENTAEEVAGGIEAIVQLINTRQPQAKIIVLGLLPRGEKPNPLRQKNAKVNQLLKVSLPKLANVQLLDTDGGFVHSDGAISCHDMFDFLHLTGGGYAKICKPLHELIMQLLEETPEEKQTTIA
PME-1 primary – PME-1 inhibitors via competitive probe labeling, primary screen, biochemical, fluorescence polarization, FP-Rh probe, HTS; AID 2130, 2009; recombinant PME-1; 0.53% of 320,000 active; Protein phosphatase methylesterase 1 (Homo sapiens), Q9Y570; inhibition, % at 5.9 µM;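 active means inhibition above the campaign mean of all compounds plus 3 SD, cut at about 26% in these data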;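 further: competitive labeling of PME-1 active site by serine hydrolase directed probe; 0% = PME-1 with DMSO and 100% = wells lacking PME-1 enzyme; inhibitors block probe labeling so polarization falls and inhibition rises; many of its hits are not listed in these tables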
Target sequence (Q9Y570 whole entry, looked up): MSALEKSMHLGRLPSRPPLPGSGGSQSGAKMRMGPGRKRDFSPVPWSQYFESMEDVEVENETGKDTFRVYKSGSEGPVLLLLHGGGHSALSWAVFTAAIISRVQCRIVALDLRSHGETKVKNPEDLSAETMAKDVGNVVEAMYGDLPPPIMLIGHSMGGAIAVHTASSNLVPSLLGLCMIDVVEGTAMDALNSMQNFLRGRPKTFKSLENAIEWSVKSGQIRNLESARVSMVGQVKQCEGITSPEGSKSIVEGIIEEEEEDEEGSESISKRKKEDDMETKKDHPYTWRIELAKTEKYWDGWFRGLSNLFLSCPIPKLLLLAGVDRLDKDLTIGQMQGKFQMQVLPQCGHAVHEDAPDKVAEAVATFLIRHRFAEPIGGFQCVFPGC
PAD4 FP inh – human PAD4 inhibitors, primary screen, biochemical, fluorescence polarization, 1536-well format; Protein-arginine deiminase type-4 (Homo sapiens), Q9UM07; recombinant PAD4, RCA probe fluorescence polarization; inhibition, % at 6.36 µM; 0.41% of 330,000 active; AID 485272, 2010;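 active means percent inhibition above a cutoff equal to the mean of all tested compounds plus 3 SD, cut at about 15% in these data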;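 further: 0% = PAD4 with RCA probe and DMSO and 100% = probe without PAD4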
PAFAH1B3 inh – PAFAH1B3 enzyme inhibitors, primary screen, biochemical, fluorescence polarization, human; recombinant PAFAH1B3, FP-rhodamine probe; Platelet-activating factor acetylhydrolase IB subunit alpha1 (Homo sapiens), Q15102; 0.28% of 340,000 active; inhibition, % at 3.39 µM;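 active means inhibition above the screen-wide average of all tested compounds plus 3 SD, cut at about 25% in these data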;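 further: 0% = enzyme with DMSO only and 100% = wells lacking PAFAH1B3 protein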
LYPLA1 inh – LYPLA1 inhibitors, primary screen, counter-screen for PME1 inhibitor project, biochemical, fluorescence polarization, FP-Rh probe ABPP; recombinant LYPLA1; 0.16% of 320,000 active; Acyl-protein thioesterase 1 (Homo sapiens), O75608; inhibition, % at 5.9 µM;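 active means inhibition above the mean of all tested compounds plus 3 SD, set per campaign, cut at about 14% in these data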;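 further: inhibitors block serine hydrolase probe labeling of LYPLA1 so polarization falls; 0% = enzyme with DMSO and 100% = wells lacking LYPLA1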
LYPLA2 counter – LYPLA2 inhibitors, primary screen, counter-screen for PME1 inhibitor project, biochemical, fluorescence polarization, FP-Rh probe ABPP; recombinant LYPLA2; inhibition, % at 5.9 µM; 0.38% of 320,000 active; AID 2177, 2009;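 active means inhibition above the screen-wide mean plus 3 SD, limit set per campaign, cut at about 26% in these data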;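 further: 0% = LYPLA2 with DMSO and 100% = wells lacking LYPLA2 enzyme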
* = called active by the depositor; . = no result given; & = joins results of further samples. These rows are one share of the data (hit frequency here may not be typical).

SMILES	GSTO1 counter	pPAFAH inh	PAFAH2 FP inh	PAFAH1B2 FP inh	PME-1 primary	PAD4 FP inh	PAFAH1B3 inh	LYPLA1 inh	LYPLA2 counter
Cc1cccc(/C=N/NC(=O)c2ccc3c(c2)OCCO3)c1O	-9	12	13	5	-21	1	16	-8	2
Cc1cc2[nH]c(=O)c(=O)[nH]c2cc1S(=O)(=O)N1CCN(c2cccc(Cl)c2)CC1	17	-1	5	-4	-11	0	2	-3	-12
Cc1[nH]c2ccccc2c1/C=N/NC(=O)c1cc(C(C)(C)C)[nH]n1	-6	-3	.	.	23	-7	.	3	-6
O=C(NC(=S)Nc1ccccc1F)c1ccc(Br)o1	23	5	4	3	1	-2	4	-3	7
CC1Cc2cc(/C(O)=C3/C(=O)C(=O)N(CCCn4ccnc4)C3c3ccc(F)cc3)ccc2O1 (stereo not given)	1	1	10	1	-1	-4	6	3	10
Cc1ccn(CCC(=O)N2CCc3ccccc32)n1	4	5	2	4	10	7	1	0	13
COCCCN(CCNC(=O)c1ccc(NC2=NC3CS(=O)(=O)CC3S2)cc1)Cc1ccco1 (stereo not given)	2	8	7	5	0	-1	-4	2	-5
COc1cc(OC)c2c(-c3ccccc3)cc(=O)oc2c1C(CC(=O)N1CCOCC1)c1ccc(N(C)C)cc1 (stereo not given)	1	12	3	6	7	2	15	2	3
O=C(NCCN1CCOCC1)c1ccc(Cl)c(S(=O)(=O)N2CCOCC2)c1	3	1	2	2	0	2	4	-3	2
O=C(O)C1=C(C(=O)Nc2cc(C(F)(F)F)ccc2Cl)CCCC1	-4	2	3	1	-2	3	1	-3	-1
CN1CC=C2C(C#N)=C(N)C(C#N)(C#N)C(c3ccsc3)C2C1 (stereo not given)	-1	15	7	8	-2	15*	16	4	4
CC(Sc1nnc(Cc2ccccc2)n1C)C(=O)NC1CC1 (stereo not given)	.	3	3	5	4	-1	-4	-1	1
COc1ccc(N(C(=O)c2ccco2)S(=O)(=O)c2cc(Cl)c(Cl)cc2Cl)cc1	7	-2	-6	2	3	-1	3	-1	-1
O=C(CCl)N1c2ccccc2SCC1c1ccccc1 (stereo not given)	86*	6	1	2	2	4	3	5	-1
Cc1ccc(NC(=O)C(=O)NCCN2CCN(Cc3ccc([N+](=O)[O-])cc3)CC2)cc1	4	5	3	0	-4	0	4	-3	4
O=C(Nc1ccccc1)c1ccc(F)cc1F	6	-6	-2	0	2	-5	3	2	3
COc1ccccc1/C=C/C(=O)OCC(=O)Nc1ccc(Cl)cn1	1	24	83*	3	-18	-3	4	-5	-3
CCC(=O)Nc1ccc(C(=O)CSc2nc3ccccc3cc2CC)cc1	7	0	-9	6	1	-1	12	-13	-12
COc1ccc(S(=O)(=O)Oc2ccccc2C(=S)N2CCOCC2)cc1	6	3	3	6	6	-1	7	0	-1
CCCOc1ccc(N2C(=O)C3C4C=CC(CC4)C3C2=O)cc1 (stereo not given)	4	7	6	5	-2	0	8	-1	-4
Cc1nc(C)c(-c2ccc(SCc3cccc(F)c3)nn2)s1	-6	0	8	5	10	-5	3	0	-2
COCCCN1CN(Cc2ccco2)CNC1=S	6	1	.	.	7	0	.	2	2
CCn1nc(NS(=O)(=O)c2ccc(NC(C)=O)cc2)c2cc3cccc(C)c3nc21	4	15	3	5	2	0	5	-6	1
CN1C(=O)c2ccc(NC(=O)c3cccc4ccccc34)cc2C1=O	7	2	3	7	0	-4	1	-4	-3
O=C(Nc1cccc(-c2csc(-c3ccccc3)n2)c1)c1cccs1	-26	-44	-83	-45	-86	-3	-80	-45	-75
Nc1ncnc2c1ncn2[C@@H]1O[C@H](CNCc2cccn2-c2nccs2)[C@@H](O)[C@H]1O	.	-2	5	3	.	0	8	.	.
Cc1nc2ccc(S(=O)(=O)NCC(=O)Nc3ccc(F)cc3)cc2s1	1	0	1	-2	0	3	7	2	1
O=C(CN1C(=O)NC2(CCCCC2)C1=O)NCc1ccc2c(c1)OCO2	-6	2	-3	3	2	4	11	1	7
COc1ccccc1-c1cc(SC)c(C#N)c(=O)o1	5	4	1	1	3	1	6	-5	0
COc1ccc(CNC(C)CCc2ccccc2)cc1 (stereo not given)	-8	-2	2	2	-9	-1	12	0	-6
Cc1noc(C)c1CSc1cc(C)c2ccccc2n1	2	5	6	6	-1	-1	7	1	7
Cc1ccsc1C(=O)OCC(=O)c1cc(C)n(C)c1C	.	7	8	1	.	-1	6	.	.
COc1ccc(NC(=O)CSc2nc(O)cc(=O)n2C)cc1	7	3	3	1	2	3	3	3	0
CCC(=O)NCCc1nc2cc(NC(=O)COc3ccccc3)ccc2n1C	-2	3	-7	-1	2	-5	7	-4	1
CCn1nc(C(=O)NNC(=O)C2CSC3(C)CCC(=O)N23)c2ccccc2c1=O (stereo not given)	.	-2	1	1	-6	-2	0	-2	4
Cc1cccc(-c2nc3ccccc3c(=O)n2N)c1	2	3	9	2	-2	-8	2	-4	-3
CCOC(=O)c1c(C)n(C)c2ccc(OC)c(NC(=O)CN3CCC(C(=O)OCC)CC3)c12	-5	1	3	1	1	-1	8	-2	0
CCN(CC(=O)Nc1ccc(NC(C)=O)cc1)C(=O)Cc1ccc(S(=O)(=O)N2CCOCC2)s1	5	2	1	3	-3	-2	5	1	-5
COc1ccc(-c2noc(CSc3nnc(Cc4ccccc4)n3-c3cccc(C)c3)n2)cc1OC	3	1	4	6	14	0	-4	-7	-6
CCC(C)NC(=O)NC(=O)N(C1CCCCC1)S(C)(=O)=O (stereo not given)	-4	0	-2	-4	-3	-5	-3	1	1
Cc1cc(NC(=O)CSc2nc3ccccc3n2CC(=O)N2CCCCC2)no1	4	1	4	3	3	0	4	1	2
Cc1ccc(S(=O)(=O)N(CC(=O)N=Nc2c(O)[nH]c3ccccc23)c2ccc(C)c(C)c2)cc1	-9	-5	-18	-4	-21	3	-14	-20	-33
CC(c1ccco1)N(C(=O)c1ccccc1NS(=O)(=O)c1ccc(Cl)cc1)c1ccccn1 (stereo not given)	-8	8	6	13	2	-1	12	-3	-2
Cc1cc(C(=O)N2CCCC(N3CCN(c4cccc(C(F)(F)F)c4)CC3)C2)nn1C (stereo not given)	1	3	1	1	-3	1	2	5	13
CCn1c(CNC(=O)c2ccccc2)nc2ccccc21	8	2	1	5	-5	-2	13	-2	3
Nc1nc(SCC(=O)c2cc(F)ccc2F)n[nH]1	-2	2	9	2	1	-6	-3	2	2
CCC(CC)NC(=O)c1ccccc1Oc1ccccc1	6	1	2	3	0	-4	7	-1	1
CCOc1ccc(NC2=CC(=O)CC(c3ccco3)C2)cc1 (stereo not given)	-6	7	-3	6	-4	-7	-7	-1	-1
O=C(NCCN1CCOCC1)c1cc(-c2ccc(Cl)cc2Cl)on1	5	5	12	3	1	5	2	-3	-4
c1ccc(-c2nn3c(Cn4cnc5ccccc54)nnc3s2)cc1	2	0	7	3	2	0	4	0	5
The list continues.
SMILES	GSTO1 counter	pPAFAH inh	PAFAH2 FP inh	PAFAH1B2 FP inh	PME-1 primary	PAD4 FP inh	PAFAH1B3 inh	LYPLA1 inh	LYPLA2 counter
CC(CCc1ccco1)NC(=O)Nc1cccc(F)c1 (stereo not given)	1	8	3	5	-1	-3	-5	-3	0
NC1=NC(c2ccc(Br)cc2)n2c(nc3ccccc32)N1 (stereo not given)	1	3	8&2	5&7	-42	-2	9&9	3	6
COc1ccc(-n2cnc3cc(NCc4cccs4)ccc32)cc1	2	20	4	-5	4	-5	6	0	17
Cc1ccc(CN2CCSc3ccc(C(=O)NCc4ccccn4)cc32)cc1	8	6	-2	2	3	0	-8	-6	1
CNc1oc(-c2cccs2)nc1S(=O)(=O)c1ccccc1	-2	2	-1	0	4	-3	10	-1	3
O=C(Nc1ccc(NC(=O)c2ccccn2)cc1)C(=O)Nc1ccc2c(c1)OCCO2	-1	0	-10	-2	4	4	1	2	-1
CCOC(=O)C1CCN(C(=O)c2cccs2)CC1	-2	7	4	-2	1	6	-5	0	5
C#CC(=O)CCC1CCCN1C(=O)OC(C)(C)C (stereo not given)	.	1	-2	3	.	0	-1	.	.
COc1ccccc1CNc1nc2nc(C)c(Cl)c(=O)n2[nH]1	-3	-2	7	2	0	-2	6	-2	6
CCOC(=O)c1c(C)[nH]c(C)c1C(=O)COC(=O)c1ccc(O)cc1	2	5	-4	6	-8	0	10	-1	3

Structures listed so far with fluorine (9):
SMILES	GSTO1 counter	pPAFAH inh	PAFAH2 FP inh	PAFAH1B2 FP inh	PME-1 primary	PAD4 FP inh	PAFAH1B3 inh	LYPLA1 inh	LYPLA2 counter
O=C(NC(=S)Nc1ccccc1F)c1ccc(Br)o1	23	5	4	3	1	-2	4	-3	7
CC1Cc2cc(/C(O)=C3/C(=O)C(=O)N(CCCn4ccnc4)C3c3ccc(F)cc3)ccc2O1 (stereo not given)	1	1	10	1	-1	-4	6	3	10
O=C(O)C1=C(C(=O)Nc2cc(C(F)(F)F)ccc2Cl)CCCC1	-4	2	3	1	-2	3	1	-3	-1
O=C(Nc1ccccc1)c1ccc(F)cc1F	6	-6	-2	0	2	-5	3	2	3
Cc1nc(C)c(-c2ccc(SCc3cccc(F)c3)nn2)s1	-6	0	8	5	10	-5	3	0	-2
Cc1nc2ccc(S(=O)(=O)NCC(=O)Nc3ccc(F)cc3)cc2s1	1	0	1	-2	0	3	7	2	1
Cc1cc(C(=O)N2CCCC(N3CCN(c4cccc(C(F)(F)F)c4)CC3)C2)nn1C (stereo not given)	1	3	1	1	-3	1	2	5	13
Nc1nc(SCC(=O)c2cc(F)ccc2F)n[nH]1	-2	2	9	2	1	-6	-3	2	2
CC(CCc1ccco1)NC(=O)Nc1cccc(F)c1 (stereo not given)	1	8	3	5	-1	-3	-5	-3	0
